# Screening data from PubChem.
# GPR35 arrestin U2OS = GPR35 antagonists blocking zaprinast-driven arrestin recruitment, primary screen, imaging, U2OS, beta-arrestin-GFP, zaprinast agonist (AID 2058); actives 0.052% (n = 290,000); U2OS GPR35 beta-arrestin-GFP translocation imaging, zaprinast antagonism; higher % means a stronger effect; inhibition, % at 10 µM; hits with a dose series show IC50 in µM;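 active = inhibition of at least 50% with at least 30 cells and total cytoplasm GFP at most 10,000,000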
# Large T inhibition = TAg ATPase/helicase activity blockers – biochemical (AID 1903); SV40 large T antigen ATPase/helicase inhibition assay; higher % means a stronger effect; inhibition, % at 20 µM, or IC50 in µM where a hit was titrated; actives 0.39% (n = 310,000); in the data active = a potency from the dose series; also: strong numbers were not always called active
# NTR1 agonist = NTR1-driven beta-arrestin-GFP spot formation – imaging, U2OS cells, high content, primary screen (AID 493036). P30989. agonist mode. activation, % at 20 µM. actives 0.17% (n = 330,000);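 active = activation at or above 40% of the spot to cytoplasm intensity ratio, with at least 20 cells analyzed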;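 also: 0% = DMSO without peptide and 100% = 100 nM NTR1 peptide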
# Target sequence (P30989 whole entry, looked up): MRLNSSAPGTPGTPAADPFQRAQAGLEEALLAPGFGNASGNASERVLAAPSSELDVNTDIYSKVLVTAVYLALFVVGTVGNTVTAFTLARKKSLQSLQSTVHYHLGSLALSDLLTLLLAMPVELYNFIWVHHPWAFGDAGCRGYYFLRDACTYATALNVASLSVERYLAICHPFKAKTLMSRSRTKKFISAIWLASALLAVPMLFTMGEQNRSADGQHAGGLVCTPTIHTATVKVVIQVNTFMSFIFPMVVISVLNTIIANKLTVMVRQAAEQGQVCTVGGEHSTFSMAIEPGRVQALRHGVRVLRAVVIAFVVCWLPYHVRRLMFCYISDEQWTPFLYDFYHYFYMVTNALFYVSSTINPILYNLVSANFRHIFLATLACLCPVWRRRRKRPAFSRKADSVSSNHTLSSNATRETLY
# GPR55 LPI antagonism = GPR55 antagonists blocking LPI-driven arrestin recruitment, primary screen, imaging, U2OS, beta-arrestin-GFP, LPI agonist (AID 2013) | actives 0.13% (n = 290,000) | one-dose inhibition, % at 10 µM; IC50 in µM for titrated hits | U2OS GPR55 beta-arrestin-GFP translocation imaging, LPI antagonism; higher % means a stronger effect;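 active = spots per cell inhibited over 60%, with over 100 cells counted and total cytoplasm intensity under 500,000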;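 also: U2OS cells stably carrying GPR55 and arrestin-GFP stimulated by 5 µM LPI near EC80; imaged beta-arrestin-GFP aggregate spots per cell after agonist stimulation; plate controls were LPI-stimulated DMSO wells for no effect and DMSO wells without LPI for full effect; some results filed as inactive read as strong as hits; confirmed hits need IC50 under 10 µM and bright autofluorescent wells are also inconclusive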
# GPR55 beta-arrestin = selective activators of receptor GPR55 – imaging, U2OS cells, beta-arrestin-GFP redistribution, primary screen (AID 1961) | activation, % at 10 µM; hits with a dose series show EC50 in µM | actives 0.048% (n = 290,000) | U2OS GPR55 beta-arrestin-GFP redistribution imaging; higher % means a stronger effect;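 active = activation above 40% with more than 50 cells counted in the well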;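 also: U2OS osteosarcoma cells stably expressing GPR55 and beta-arrestin-GFP; plate controls were DMSO negative control for no effect and LPI positive control for full effect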
# Dengue-2 NS5 capping = Dengue-2 NS5 methyltransferase inhibitors, primary screen, biochemical, confirmation dose response (AID 588689) | Dengue-2 NS5 methyltransferase capping enzyme assay, biochemical; higher % means a stronger effect | one-dose inhibition, % at 25 µM; IC50 in µM for titrated hits | actives 0.3% (n = 340,000); in the data active = a potency from the dose series
# Rac1 GTP hydrolysis = MgcRacGAP GTPase-activating activity inhibitors, confirmation, biochemical, ADP Hunter fluorescence; MgcRacGAP-stimulated Rac1 GTP hydrolysis, ADP Hunter fluorescence; higher % means a stronger effect; GST-tagged Rac1 F28L mutant substrate; one-dose inhibition, % at 30 µM; IC50 in µM for titrated hits; actives 0.6% (n = 340,000);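 active = first-screen hits whose inhibition reached a set limit at any dose in the follow-up dose series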;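 also: fluorescence reports GDP produced by GAP-driven GTP hydrolysis; strong numbers were not always called active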
# Yfh1-off respiration = mitochondrial function rescue without frataxin homolog – Friedreich's ataxia, plus single-dose screen, dose response (AID 1465) | S. cerevisiae Yfh1-off respiration, WST-1 reduction, 72 h; higher fold induction means a stronger effect | one-dose fold induction at 50 µM; EC50 in µM for titrated hits | actives 0.074% (n = 220,000);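 active = fold induction of absorbance versus untreated yeast above a set limit, then at least 30% activation at any dose in follow-up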;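 also: activators that raise dye reduction in frataxin-depleted yeast; strong numbers were not always called active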
# AID2073 = disruptors of CaV2.2 binding to Mint1 – biochemical, HTRF (AID 2073). actives 0.19% (n = 290,000). one-dose inhibition, % at 20 µM; IC50 in µM for titrated hits. HTRF protein-protein interaction, Mint1-CaV2.2; higher % means a stronger effect; in the data active = inhibition mostly above about 51%, no sharp cut-off; also: some results filed as inactive read as strong as hits
# NTR1 agonist cell count 20 µM = recorded beside NTR1 agonist, whose call it bears; cell count; measured here: cell count, cytotoxicity flag
# Dengue-2 NS5 capping pilot replicate = second read-out of Dengue-2 NS5 capping, no call of its own (marks repeat the call); inhibition, %; measured here: pilot screen replicate inhibition
# Numbers without * were called inactive; i = inactive; · = not tested or not shown.
SMILES,GPR35 arrestin U2OS,Large T inhibition,NTR1 agonist,NTR1 agonist cell count 20 µM,GPR55 LPI antagonism,GPR55 beta-arrestin,Dengue-2 NS5 capping,Rac1 GTP hydrolysis,Yfh1-off respiration,AID2073,others
O=C(Nc1ccccc1C(=O)O)c1ccc(Cl)c(S(=O)(=O)N2CCOCC2)c1,5.3%,9.0%,1.3,37,-2.8%,-0.1%,-6.9%,9.1%,i,23.8%,
CN(Cc1nc(-c2cccnc2)no1)S(=O)(=O)c1ccc2ccccc2c1,-0.3%,11.9%,0.1,65,1.0%,-0.2%,-1.6%,8.5%,i,0.7%,
COc1ccc(/C=N/NC(=O)c2ccc3c(c2)NC(=O)C(C)(C)O3)cc1OC,-16.4%,4.2%,0.6,63,-0.3%,-0.2%,-0.8%,4.2%,·,10.9%,
NS(=O)(=O)c1cccc(NC(=O)COc2ccc([N+](=O)[O-])cc2)c1,-11.5%,-3.9%,0.5,96,3.0%,0.2%,0.7%,-1.0%,i,0.8%,
CCOC(=O)C1=NNC(C(=O)c2ccc(C)cc2)C1c1ccc(C)cc1 (stereo unspecified),-9.9%,8.2%,-0.5,46,-32.0%,-0.3%,-8.2%,8.5%,i,0.2%,
CCOC(=O)C1(CCCc2ccccc2)CCN(C(=O)Cn2nc(C)nc2C)CC1,-9.1%,13.0%,0.7,58,-7.4%,0.0%,-9.9%,4.3%,i,-9.2%,
CCn1c(SCC(=O)Nc2ccc3[nH]c(=O)[nH]c3c2)nnc1-c1ccccc1,14.4%,6.3%,-0.4,68,2.4%,-0.1%,2.6%,16.1%,i,2.0%,
CS(=O)(=O)c1ccc2nc(NC(=O)c3cc4ccccc4o3)sc2c1,5.5%,1.1%,1.0,90,6.1%,0.3%,-0.8%,7.8%,i,20.2%,
O=C(Nc1ccc(S(=O)(=O)O)cc1)c1ccc2c(c1)S(=O)(=O)c1ccccc1C2=O,·,9.3%,-5.5,89,·,·,-1.6%,4.4%,i,·,
N#CCCn1cc(C(=O)Nc2ccccn2)c(-c2ccccc2)n1,-0.7%,9.3%,-0.3,70,6.3%,-0.1%,-3.9%,5.5%,·,8.3%,Dengue-2 NS5 capping pilot replicate=-4.2

# Entries shown so far containing two or more sulfur atoms, in the order listed:
SMILES,GPR35 arrestin U2OS,Large T inhibition,NTR1 agonist,NTR1 agonist cell count 20 µM,GPR55 LPI antagonism,GPR55 beta-arrestin,Dengue-2 NS5 capping,Rac1 GTP hydrolysis,Yfh1-off respiration,AID2073,others
CS(=O)(=O)c1ccc2nc(NC(=O)c3cc4ccccc4o3)sc2c1,5.5%,1.1%,1.0,90,6.1%,0.3%,-0.8%,7.8%,i,20.2%,
O=C(Nc1ccc(S(=O)(=O)O)cc1)c1ccc2c(c1)S(=O)(=O)c1ccccc1C2=O,·,9.3%,-5.5,89,·,·,-1.6%,4.4%,i,·,

# Carrying on:
SMILES,GPR35 arrestin U2OS,Large T inhibition,NTR1 agonist,NTR1 agonist cell count 20 µM,GPR55 LPI antagonism,GPR55 beta-arrestin,Dengue-2 NS5 capping,Rac1 GTP hydrolysis,Yfh1-off respiration,AID2073,others
CCCc1nnc(NC(=O)CCC(=O)Nc2ccc(F)cc2)s1,-9.6%,-3.0%,-0.3,53,10.6%,0.2%,-6.1%,4.0%,i,-11.1%,
CN(C)C(CNC(=O)c1ccc(S(=O)(=O)Nc2ccccc2)cc1)c1ccco1 (stereo unspecified),·,8.5%,0.6,59,·,·,3.6%,9.3%,·,·,
COC(=O)C1=C(C)N(c2ccc(F)c(Cl)c2)C(=O)C1,-7.0%,2.0%,0.4,84,4.8%,0.4%,-3.2%,5.8%,i,-2.3%,
O=C(CC(NC(=O)C(F)(F)F)c1ccccc1)Nc1nnc(CCc2ccccc2)s1 (stereo unspecified),15.5%,-5.2%,12.5,77,1.2%,-0.2%,-2.7%,11.7%,i,-12.8%,
Cn1cc(CN2CCC[C@H]2CO)c(-c2cccc(Cl)c2)n1,-7.6%,·,0.7,76,9.0%,-0.1%,-4.6%,0.7%,i,-5.2%,
CC1=NN(S(=O)(=O)c2ccc(F)cc2)C(=O)c2ccccc2O1,11.3%,12.5%,3.1,53,8.5%,0.3%,-0.8%,4.2%,i,-3.3%,
CCN(c1ccc(F)cc1)S(=O)(=O)c1cccc2nsnc12,13.7%,22.3%,-0.9,54,3.1%,-0.1%,-4.5%,9.3%,·,7.0%,
Cc1ccc2c(c1)N(C(=O)CCC(=O)NCCCN(C)Cc1ccccc1)CCO2,-2.3%,10.7%,1.2,49,10.3%,-0.1%,-2.8%,12.6%,·,0.1%,
Cn1c(=O)c2c(nc(SCC(=O)Nc3ccccc3N3CCCCC3)n2C)n(C)c1=O,5.1%,0.3%,5.8,56,7.7%,0.3%,-9.7%,13.7%,i,1.5%,
CCOc1ccc(N2C(=O)C3C(C2=O)C3(c2ccccc2)c2ccccc2)cc1 (stereo unspecified),-4.5%,19.3%,2.6,77,3.5%,0.2%,4.6%,-17.1%,i,-2.6%,
CC(C)c1ccc(NC(=O)C2C3C=CC4(O3)C2C(=O)N(CCCN2CCOCC2)C4C(=O)NC2CCCCC2)cc1 (stereo unspecified),-6.8%,6.2%,-0.9,46,-6.5%,-0.2%,-0.8%,7.9%,·,6.2%,
CC/C(CC(C)(C)c1ccccc1)=N\O,-1.2%,-1.1%,-2.5,82,17.1%,0.2%,-5.6%,6.6%,i,3.7%,
COc1cccc(NC(=O)CN(c2cccc(F)c2)S(C)(=O)=O)c1,5.7%,3.1%,0.5,46,13.3%,0.4%,-2.1%,7.4%,i,-4.3%,
O=C(O)c1ccccc1NC(c1ccccc1)c1ccc(Cl)cc1 (stereo unspecified),14.4%,15.6%,4.5,86,10.5%,-0.1%,28.1%,0.5%,·,30.6%,
Cc1ccc(-c2nn(-c3ccccc3Cl)cc2C(=O)NCC2CCCO2)cc1 (stereo unspecified),·,11.1%,0.2,63,·,·,-2.9%,7.5%,·,·,
CCCC(=O)N(Cc1cc(=O)[nH]c2ccccc12)c1ccc(C)cc1C,-4.0%,0.1%,2.8,79,3.3%,0.4%,-5.2%,2.5%,·,-0.3%,
CCOc1ccc(Br)cc1S(=O)(=O)Nc1ccc(C(=O)OC(C)C(=O)N(C)c2ccccc2)cc1 (stereo unspecified),1.6%,-1.0%,4.7,73,16.8%,-0.2%,-2.2%,9.2%,i,13.2%,
CCCC1CC(C)(C(=O)CSc2n[nH]c(-c3ccccc3)n2)OC1=O (stereo unspecified),10.5%,12.0%,-0.3,52,1.5%,-0.1%,-1.4%,9.8%,i,30.8%,
Cc1cc(N2C(=O)C(O)=C(C(=O)c3cc4ccccc4o3)C2c2cccs2)no1 (stereo unspecified),-10.9%,18.6%,-1.7,62,0.2%,-0.2%,-14.3%,-5.7%,·,18.4%,
CCCCNS(=O)(=O)c1ccc2nc(-c3cccnc3)cc(C(=O)NCC(OC)OC)c2c1,-1.6%,6.3%,0.3,44,0.2%,-0.1%,-4.6%,5.9%,·,4.8%,
O=C(c1nnc(Cc2ccc(Cl)cc2)o1)N1CCOCC1,1.8%,9.5%,-0.8,64,13.1%,-0.2%,0.7%,6.0%,·,-1.8%,
CCSc1ncnc2c(C#N)c3n(c12)CCCCC3,-7.1%,-1.7%,-1.3,64,5.7%,-0.2%,-8.3%,2.2%,i,10.9%,
CC(=O)N/C(=C\c1ccccc1)C(=O)OCC(=O)N(CC(C)C)c1c(N)n(Cc2ccccc2)c(=O)[nH]c1=O,·,6.2%,-1.1,52,·,·,-2.9%,0.5%,·,·,
Cc1ccc2c(c1)cc1c(=O)n(CC(=O)N(C)c3ccccc3)nc(C)n12,-4.4%,12.9%,0.0,66,10.3%,-0.2%,0.0%,11.2%,·,-13.3%,
O=C1CN(C(=O)c2cc(Br)c(Br)s2)c2ccccc2N1,-4.7%,1.8%,2.3,61,12.2%,0.3%,-4.0%,7.4%,i,4.2%,
COc1cc(/C=N/NC(=S)NC2CC3C=CC2C3)cc(OC)c1OC (stereo unspecified),-3.3%,8.0%,3.4,51,0.6%,-0.4%,·,·,i,-5.4%,
CCc1ccccc1NC(=O)CN(C)Cc1c(O)ccc2ccccc12,5.2%,2.2%,-0.4,49,-4.2%,-0.1%,-8.2%,7.1%,·,-6.9%,
COc1cccc(CN(CC2CCCO2)C(=O)c2cc3ccccc3oc2=O)c1 (stereo unspecified),15.0%,-3.3%,-1.5,49,-1.7%,-0.1%,-9.5%,1.2%,i,-15.6%,
COc1ccccc1N1CCN(c2cc(=O)n(Cc3ccc(F)cc3)c(=O)[nH]2)CC1,4.3%,5.7%,-0.3,107,-3.0%,0.4%,2.8%,-3.4%,i,5.8%,
Cc1ccc(CSc2nc3c(c(SCC(=O)O)n2)CCCC3)cc1,-2.6%,20.1%,1.0,81,-16.9%,0.4%,-4.8%,2.2%,i,6.7%,
CCn1c2ccccc2c2cc(C3N=C(N)Nc4nc5ccccc5n43)ccc21 (stereo unspecified),8.3%,-8.3%,-0.8,63,12.7%,-0.1%,-3.5%,2.7%,i,-4.3%,
COc1ccc(N2CCN(S(=O)(=O)c3ccc(Cl)s3)CC2)cc1,2.6%,1.6%,0.6,66,-2.0%,0.2%,-9.0%,8.8%,i,-0.7%,
COc1cc(C(=O)NC2=NCCS2)ccc1OCc1c(C)noc1C,30.1%,18.4%,-1.1,83,6.4%,-0.2%,2.7%,3.9%,i,0.5%,
CSc1ccccc1NC(=O)CN(c1ccccc1)S(=O)(=O)N(C)C,20.3%,6.2%,-0.6,26,55.6%,0.1%,-7.5%,4.6%,i,11.4%,
COc1ccc(N2CCN(S(=O)(=O)c3cccc4nsnc34)CC2)cc1,-16.8%,8.7%,-1.3,50,3.7%,-0.2%,1.7%,4.8%,i,10.0%,
O=C(NC(=S)Nc1nc2c(ccc3ccccc32)s1)c1cccs1,·,14.5%,3.6,56,4.7%,-0.3%,-5.2%,3.7%,i,17.0%,
O=C(C(=O)c1ccc(O)cc1)c1ccccc1,-6.6%,25.7%,-0.4,75,0.9%,-0.1%,-1.3%,3.4%,·,-12.9%,
O=C(O)CN1C(=O)COc2cc(S(=O)(=O)N3CCCC3)ccc21,23.6%,24.3%,-3.4,55,5.6%,0.2%,1.4%,-0.7%,i,-1.0%,
Oc1[nH]c2ccccc2c1/C=N/c1nccs1,4.7%,22.5%,-1.8,60,2.9%,-0.1%,·,10.3%,·,-3.0%,
COC(=O)c1sc2nc3c(c(-c4cccs4)c2c1N)CCCC3,-2.3%,5.9%,5.0,58,4.3%,-0.2%,14.4%,-3.2%,i,-0.7%,
COCCn1c(=N)c(C(=O)NCc2ccco2)cc2c(=O)n3cc(C)ccc3nc21,10.9%,8.0%,1.4,40,-8.5%,0.2%,-3.1%,4.7%,i,48.0%,
